# NPR2 activator: GC-B (human) receptor activation. HEK293-GC-B cells, CNP EC30, cGMP TR-FRET; 0% at EC30 CNP, 100% saturating CNP. activation, % at 10 µM. 370,000 compounds, 0.11% hits. AID 1920062;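 active = activation at 10 µM reaching about 35% in either raw or pattern-adjusted values, limit read from the data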
# rCAG RNA binder: r(CAG) repeat RNA binding | TO-PRO-1 dye displacement fluorescence | inhibition, % at 3 µM | 370,000 compounds, 1.3% hits;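 active = inhibition above the plate cutoff, the mean of all test compounds on that plate plus 3 SD, cut at about 35% in these data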;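 also: 0% = DMSO alone and 100% = 100 µM mitoxantrone as full dye displacement; higher means more dye released from RNA so lower well fluorescence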
# HTRA1 inh: blocks human HTRA1 serine peptidase; inhibition, % at 5.96 µM; 340,000 compounds, 0.5% hits; recombinant HTRA1, FP-rhodamine activity-based probe, fluorescence polarization; Q92743; AID 504803; in the data active = inhibition above about 36%;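 also: 0% = enzyme with DMSO and 100% = wells lacking enzyme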
# TCR CD3 inh: human TCR-CD3 binding inhibition; TAMRA-labeled TCR probe fluorescence, biochemical; inhibition, % at 9.4 µM; 360,000 compounds, 0.37% hits; AID 651800; in the data active = inhibition above about 19%;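 also: recombinant mutant TCR 2C K166C tagged with TAMRA read by polarization; 0% = receptor in buffer alone and 100% = receptor with positive control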
# SIAE inh: inhibitors of human sialic acid acetylesterase SIAE; Q9HAT2; SIAE FP-Rh probe binding, fluorescence polarization; inhibition, % at 9.66 µM; 370,000 compounds, 0.69% hits;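 active = inhibition above a cutoff: mean of compounds within the control limits plus 3 SD of those, cut at about 17% in these data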;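 also: 0% = plate median of compound wells and 100% = probe without SIAE protein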
# Target sequence (Q9HAT2 whole entry, looked up): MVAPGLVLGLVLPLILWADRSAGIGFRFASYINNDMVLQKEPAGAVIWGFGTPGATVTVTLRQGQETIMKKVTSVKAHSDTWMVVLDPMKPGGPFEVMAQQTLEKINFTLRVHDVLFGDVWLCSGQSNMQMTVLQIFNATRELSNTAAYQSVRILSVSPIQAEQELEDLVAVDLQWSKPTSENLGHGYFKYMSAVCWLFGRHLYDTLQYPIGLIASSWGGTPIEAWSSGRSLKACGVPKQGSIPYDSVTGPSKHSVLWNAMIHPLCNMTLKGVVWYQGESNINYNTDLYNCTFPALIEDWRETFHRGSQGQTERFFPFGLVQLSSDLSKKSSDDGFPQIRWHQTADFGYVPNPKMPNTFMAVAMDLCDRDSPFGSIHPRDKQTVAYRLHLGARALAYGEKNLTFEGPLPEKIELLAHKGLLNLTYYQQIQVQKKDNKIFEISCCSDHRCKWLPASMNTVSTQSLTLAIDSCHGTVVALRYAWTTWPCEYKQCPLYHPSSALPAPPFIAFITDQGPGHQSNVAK
# PRMT1 FP inh: PRMT1 (human) inhibition, primary screen. inhibition, % at 2.79 µM. recombinant PRMT1, activity-based probe fluorescence polarization. Q99873. 370,000 compounds, 1.3% hits;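 active = inhibition above about 21% made by adding two undisclosed values, limit read from the data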
# Target sequence (Q99873 whole entry, looked up): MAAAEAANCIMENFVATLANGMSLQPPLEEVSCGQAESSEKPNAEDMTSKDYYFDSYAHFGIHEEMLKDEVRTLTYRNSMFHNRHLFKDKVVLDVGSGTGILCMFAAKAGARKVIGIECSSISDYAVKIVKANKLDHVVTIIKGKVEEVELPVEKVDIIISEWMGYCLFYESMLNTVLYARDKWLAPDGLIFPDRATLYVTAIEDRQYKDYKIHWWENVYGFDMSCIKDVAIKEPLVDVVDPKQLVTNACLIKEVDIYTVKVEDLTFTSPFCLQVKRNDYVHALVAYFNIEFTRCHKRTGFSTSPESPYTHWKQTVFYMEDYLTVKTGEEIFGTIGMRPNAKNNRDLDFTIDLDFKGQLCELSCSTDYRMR
# LEDGF integ inh: blocks HIV-1 LEDGF/p75-dependent DNA integration | TR-FRET IN-LEDGF/p75 DNA integration, Eu/Cy5 | inhibition, % at 3.7 µM | AID 743269 | 370,000 compounds, 0.64% hits;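 active = inhibition above the screen-wide mean plus 3 SD, cut at about 13% in these data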;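 also: signal is the Cy5 over europium emission ratio at 671 and 618 nm; 0% = plate median of compound wells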
# MBD2 DNA inh: inhibitors of human MBD2 binding to methylated oligonucleotide; Q9UBB5; TR-FRET; inhibition, % at 4.4 µM; 370,000 compounds, 0.31% hits; AID 686964; in the data active = inhibition above about 13%
# TDP2 absorb: blocks human TDP2 phosphodiesterase activity | O95551 | recombinant TDP2, T5PNP hydrolysis, p-nitrophenol absorbance 415 nm | inhibition, % at 12.8 µM | 370,000 compounds, 0.34% hits;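 active = inhibition above the mean of all tested compounds plus 3 SD, set per campaign, cut at about 25% in these data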;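 also: 0% = DMSO with enzyme and 100% = buffer with substrate but no TDP2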
#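 Test system: Human TDP2 enzyme | Reagent: 5 mM T5PNP | Compound dosing: 12.8 µM single point, 1% DMSO | Incubation: Enzyme reaction with compound for 2 h at 37 °C | Technique: p-Nitrophenol epi absorbance | Read-out: % inhibition relative to enzyme-containing and enzyme-free wells | Benchmarks: High control without enzyme, low control DMSO plus TDP2 | Replicates: Singlicate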
# ABHD4 inh: ABHD4 (mouse) inhibition, primary FP screen; Q8VD66; 370,000 compounds, 0.54% hits; purified mABHD4, FP-Rh probe fluorescence polarization; inhibition, % at 8.92 µM;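 active = inhibition exceeding the mean over every tested compound plus 3 SD, cut at about 30% in these data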;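 also: 0% = plate median of compound wells and 100% = S159A mutant with DMSO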
#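 Assay system: mouse ABHD4 enzyme, wild type / Also added: fluorescent activity-based probe FP-Rh / Doses: single nominal dose of 8.92 µM, 0.89% DMSO final / Timing: 45 min compound pre-incubation plus 60 min probe step, 25 °C / Signal: FP readout, ex 525 nm / em 598 nm / Control set: S159A mutant/DMSO as 100%, compound-well median as 0%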
# The depositor's hits bear a star; . = not tested or not shown.
# Sample of the layout, eleven compounds:
# Under each structure: NPR2 activator	rCAG RNA binder	HTRA1 inh	TCR CD3 inh	SIAE inh	PRMT1 FP inh	LEDGF integ inh	MBD2 DNA inh	TDP2 absorb	ABHD4 inh
- CC(/C=N/NC(=O)CNc1n[nH]c(=O)[nH]c1=O)c1ccccc1 (stereo unspecified)
    1	-1	0	5	2	-4	-3	0	1	1
- O=C(Nc1cc(C(F)(F)F)ccc1Cl)C(Sc1n[nH]c(=O)[nH]c1=O)c1ccccc1 (stereo unspecified)
    -4	31	-129	1	-15	-3	3	1	-15	-12
- CN(C)c1ccc(NC(=O)CN2CCC(NC(=O)C3CCCCC3)CC2)cc1
    0	-1	-1	-2	7	5	-3	8	0	10
- CC(Sc1n[nH]c(N)n1)C(=O)C12CC3CC(CC(C3)C1)C2 (stereo unspecified)
    0	3	1	3	6	-2	0	3	-1	0
- CN(C)CCCN(Cc1cc2cc3c(cc2[nH]c1=O)OCCO3)C(=O)NC1CCCCC1
    2	-1	-1	-3	1	0	3	-2	3	1
- O=S(=O)(c1cccc(-c2nnc(SC(F)F)n2-c2ccccc2)c1)N1CCCCC1
    -3	-2	-8	-2	0	0	3	7	-14	3
- CCc1nc(SCC(=O)NCC2CCCO2)c2c(=O)n(C)c(=O)n(C)c2n1 (stereo unspecified)
    0	-5	-2	-1	5	1	-5	0	-3	1
- Cc1ccc(S(=O)(=O)c2nc(-c3ccccc3Cl)oc2NCCCN2CCOCC2)cc1
    3	-5	-4	7	1	-5	2	-4	-2	-2
- Nc1nc(CN2CCN(c3ccccn3)CC2)nc(Nc2ccc(Cl)cc2)n1
    3	-10	-15	1	9	-1	1	-3	-13	8
- CC(=O)c1c(C)n([O-])c2ccccc2[n+]1=O
    3	0	2	12	3	0	0	-1	-10	3
- Cc1cc(C)cc(OCC(=O)Nc2ccc3c(c2)C(=O)c2ccccc2C3=O)c1
    -10	6	0	0	-5	1	-1	4	-3	1

# The listing, previewed entries included:
# Under each structure: NPR2 activator	rCAG RNA binder	HTRA1 inh	TCR CD3 inh	SIAE inh	PRMT1 FP inh	LEDGF integ inh	MBD2 DNA inh	TDP2 absorb	ABHD4 inh
- CC(/C=N/NC(=O)CNc1n[nH]c(=O)[nH]c1=O)c1ccccc1 (stereo unspecified)
    1	-1	0	5	2	-4	-3	0	1	1
- O=C(Nc1cc(C(F)(F)F)ccc1Cl)C(Sc1n[nH]c(=O)[nH]c1=O)c1ccccc1 (stereo unspecified)
    -4	31	-129	1	-15	-3	3	1	-15	-12
- CN(C)c1ccc(NC(=O)CN2CCC(NC(=O)C3CCCCC3)CC2)cc1
    0	-1	-1	-2	7	5	-3	8	0	10
- CC(Sc1n[nH]c(N)n1)C(=O)C12CC3CC(CC(C3)C1)C2 (stereo unspecified)
    0	3	1	3	6	-2	0	3	-1	0
- CN(C)CCCN(Cc1cc2cc3c(cc2[nH]c1=O)OCCO3)C(=O)NC1CCCCC1
    2	-1	-1	-3	1	0	3	-2	3	1
- O=S(=O)(c1cccc(-c2nnc(SC(F)F)n2-c2ccccc2)c1)N1CCCCC1
    -3	-2	-8	-2	0	0	3	7	-14	3
- CCc1nc(SCC(=O)NCC2CCCO2)c2c(=O)n(C)c(=O)n(C)c2n1 (stereo unspecified)
    0	-5	-2	-1	5	1	-5	0	-3	1
- Cc1ccc(S(=O)(=O)c2nc(-c3ccccc3Cl)oc2NCCCN2CCOCC2)cc1
    3	-5	-4	7	1	-5	2	-4	-2	-2
- Nc1nc(CN2CCN(c3ccccn3)CC2)nc(Nc2ccc(Cl)cc2)n1
    3	-10	-15	1	9	-1	1	-3	-13	8
- CC(=O)c1c(C)n([O-])c2ccccc2[n+]1=O
    3	0	2	12	3	0	0	-1	-10	3
- Cc1cc(C)cc(OCC(=O)Nc2ccc3c(c2)C(=O)c2ccccc2C3=O)c1
    -10	6	0	0	-5	1	-1	4	-3	1
- COc1cc(/C=N/N2C(=O)CSC2=S)cc(Br)c1O
    -7	18	-82	-261	-198	15	3	-13	20	-225
- CCc1ccccc1S(=O)(=O)Cc1ccc(C(=O)N2CCN(c3ccccn3)CC2)o1
    6	4	-8	-2	5	-3	2	-4	4	1
- COc1ccc(NC(=O)c2cc(C3CCCCN3C(=O)c3cccs3)on2)c(C)c1 (stereo unspecified)
    3	1	.	-5	-3	1	3	-2	-3	1
- CCOc1cc(/C=N/NC(=O)c2ccncc2)ccc1OC(=O)c1ccco1
    -1	-5	3	13	8	-4	-1	4	2	-4
- CCOC(=O)c1ccc(NC(=O)c2ncn3c2C(=O)NC[C@@H]3C)cc1
    -7	7	-11	4	-14	-2	0	-2	13	2
- COc1ccc(C(=O)OCC(=O)C(C)(C)C)cc1S(=O)(=O)N(C)CCc1cccnc1
    4	-5	-1	7	-1	-2	3	-4	3	0
- COc1cc2c(cc1OC)/C(=C/C#N)NC(C)(C)C2
    5	-1	-2	7	7	1	-1	-5	-11	5
- Cc1cc2c(cc1C)/C(=C\C(N)=O)NC(C)(C)C2
    2	-6	-2	-1	5	26*	0	-5	10	-4
- Cc1cc(Cl)ccc1NC(=S)N1CCN(C(=O)C2CCCO2)CC1 (stereo unspecified)
    2	-3	0	-5	2	0	0	-4	8	6
- CCCC(=O)OCC(=O)NC1CCCc2ccccc21 (stereo unspecified)
    1	1	-3	2	-3	1	0	-4	-2	2
- O=C(Cc1cccc(NC(=O)C2CCCN(C(=O)c3ccccc3)C2)c1)Nc1ccc(C(=O)N2CCCCC2)cc1 (stereo unspecified)
    -3	3	-6	-3	-4	-1	2	-2	2	0
- CS(=O)(=O)N(CC(=O)NCCSCc1c(F)cccc1Cl)c1cccc([N+](=O)[O-])c1
    1	-1	-18	5	7	3	-5	-1	1	2
- CS(=O)(=O)N1CCC(Oc2ccccc2C(=O)N2CCN(CC3CC3)CC2)CC1
    3	-6	-2	2	-2	0	0	-1	3	-4
- Cc1ccc(/C=N/N2C(=O)c3ccccc3NC2c2ccc(C)cc2)cc1 (stereo unspecified)
    6	-1	-7	3	1	-5	4	-7	-2	-3
- Clc1ccc(/C=N/Nc2nnc(-c3ncc[nH]3)c3ccccc23)cc1
    17	10	8	18	6	2	1	-3	15	-5
- CCCc1nc(SCc2ccccn2)c2c(=O)n(C)c(=O)n(C)c2n1
    3	1	-1	1	-9	0	6	1	-4	-7
- C[C@H](CO)N1C[C@H](C)[C@@H](CN(C)S(=O)(=O)c2ccc(F)cc2)Oc2ccc(NS(=O)(=O)c3ccc(F)cc3)cc2C1=O
    0	7	-6	2	-1	-3	-2	2	-1	-7
- O=C(NCCc1ccccc1)C1c2ccccc2C(=O)N1C1CC1 (stereo unspecified)
    0	1	9	3	4	0	2	2	12	2
- O=[N+]([O-])c1ccc(-c2ccc(/C=N/Nc3nc(N4CCCCC4)nc(N4CCCCC4)n3)o2)cc1
    5	-3	.	6	3	-3	2	-4	3	0
- CCN(CC)C(=O)c1ccc2c(c1)N(Cc1ccccc1)C(=O)CS2=O (stereo unspecified)
    3	7	-1	1	-2	18	1	-3	-4	-2
- O=C1CSC(c2ccccc2[N+](=O)[O-])N1c1ccccc1 (stereo unspecified)
    3	-2	31	10	-1	-2	-2	-3	6	-4
- Cc1ccc(S(=O)(=O)c2c(C(=O)c3ccccc3)cnc3cc4c(cc23)OCCO4)cc1
    -3	11	-11	-6	-17	2	-2	-2	-3	-5
- Cc1cccc2nc(-c3ccccc3)nc(N[C@@H](CO)c3ccccc3)c12
    -7	7	-74	-2	-18	-1	1	-4	0	-37
- O=Cc1cc([N+](=O)[O-])ccc1N1CCN(Cc2ccc3c(c2)OCO3)CC1
    -5	-3	-13	-3	3	1	-1	4	-4	-3
- CCOC(=O)Cc1csc(NC(=S)NC(=O)c2ccccc2)n1
    2	1	-8	0	-3	-2	5	-6	-7	-12
- C/C(=N/Oc1nc(C)cc(C)n1)c1ccc(Cl)cc1Cl
    -4	-4	8	6	-3	2	2	-1	4	2
- COc1ccc(/C=C/C(=O)c2cc3c(cc2N)OCO3)cc1
    -11	5	6	0	9	-5	0	0	0	9
- CCCCCn1c(=S)[nH]c2cc(C(=O)N3CCCC3)ccc2c1=O
    5	-3	-2	5	2	-4	5	5	-4	-1
- O=C(OC1CC2CCC(C1)[N+]21CCCC1)C(O)(c1ccccc1)c1ccccc1 (stereo unspecified)
    4	4	.	.	3	-6	7	-4	-16	-6
- O=C(NCCCN1CCOCC1)c1cc(-c2ccc(Br)cc2)on1
    4	3	0	-4	2	4	1	0	-5	-3
- CCOC(=O)c1c(-c2ccccc2)oc2ccc(OCC(N)=O)cc12
    -5	0	4	-3	-11	-4	5	1	-3	-7
- COc1ccccc1-c1nnc(SCC(=O)NCc2cccs2)n1N
    2	-1	-1	5	0	-1	5	-4	-5	0
- COc1ccc(-c2noc(CCCC(=O)NCC3CCCO3)n2)cc1 (stereo unspecified)
    -1	-6	-5	-3	-6	3	-5	7	2	3
- CCCCCC(=O)Nc1cccc(C2=NOC3(C2)C[C@@H](C(N)=O)N(C(=O)c2ccc(Cl)cc2)C3)c1 (stereo partly specified)
    -5	4	-15	-6	-9	2	-2	1	0	-7
- O=C(COc1ccccc1)N=C1SC2CS(=O)(=O)CC2N1c1ccccc1F (stereo unspecified)
    0	-1	-8	5	-4	-3	-1	1	0	6
- COC(=O)[C@@]1(Cc2ccccc2)[C@H]2C(=O)N(C)C(=O)[C@H]2[C@H]2CN=C(SCC(=O)c3ccccc3)N21
    1	3	-1	3	-1	45*	-2	-5	-8	1
- CCOCCCNC(=O)c1cc2c(=O)n3ccccc3nc2s1
    0	-4	6	-4	-1	-2	3	-3	11	-2
- COc1ccc(/C=C/C(=O)O)cc1S(=O)(=O)NC1CCS(=O)(=O)C1 (stereo unspecified)
    3	1	-3	-2	-4	0	1	1	-4	3
- Fc1ccc(-n2nnc(-c3ccnc4ccccc34)n2)cc1
    -5	-1	-9	-7	8	0	0	-2	8	2
- COc1ccc(NC(=O)Nc2nc(C(N)Cc3ccc(C(F)(F)F)cc3)cs2)cc1 (stereo unspecified)
    2	37*	.	-6	29*	-3	2	-1	-9	26
- Cc1nc(CNS(=O)(=O)c2cc(C)c(C)cc2C)cs1
    7	-2	5	-1	2	-1	-1	-2	0	0

# High-throughput results from PubChem.

# An excerpt; count on the stated rates, not on these rows.
